ssDAF-12 act – activates DAF-12 receptor from parasite S. stercoralis. 370,000 tested, 1% active. activation, % at 6.8 µM. AID 652126. HEK293 ssDAF-12/GRIP1 lit1-tk-luc reporter, luminescence; % of 3 µM dafachronic acid response;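 active = activation above the mean over all tested compounds plus 3 SD, cut at about 0.9% in these data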;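 also: 0% = DMSO-only wells and 100% = 3 µM delta7-dafachronic acid wells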
DAX1 inh-1 – DAX1 (NR0B1) inhibition, primary screen | AID 652010 | HEK293T StAR-luciferase reporter, SF-1/DAX-1 repression relief | inhibition, % at 6.8 µM | 370,000 tested, 1.1% active;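 active = inhibition above the mean over all tested compounds plus 3 SD, cut at about 3.6% in these data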;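 also: 0% = DAX-1 cells with DMSO and 100% = cells lacking DAX-1 with DMSO; higher inhibition means more luminescence from relief of DAX-1 repression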
PLC-beta3 inh – blocks human PLC-beta3 enzyme activity | 370,000 tested, 0.18% active | Purified PLC-beta3, fluorogenic substrate, fluorescence | inhibition, % at 12.2 µM | AID 720704; in the data active = inhibition above about 11%;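 also: 0% = median of compound wells on plate and 100% = full blocker control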
PLCg1 inh – inhibitors of human phospholipase C gamma1 | purified PLC-gamma1, fluorogenic substrate, fluorescence | inhibition, % at 12.2 µM | 370,000 tested, 0.84% active; in the data active = inhibition above about 9.5%
Target sequence (P19174 whole entry, looked up): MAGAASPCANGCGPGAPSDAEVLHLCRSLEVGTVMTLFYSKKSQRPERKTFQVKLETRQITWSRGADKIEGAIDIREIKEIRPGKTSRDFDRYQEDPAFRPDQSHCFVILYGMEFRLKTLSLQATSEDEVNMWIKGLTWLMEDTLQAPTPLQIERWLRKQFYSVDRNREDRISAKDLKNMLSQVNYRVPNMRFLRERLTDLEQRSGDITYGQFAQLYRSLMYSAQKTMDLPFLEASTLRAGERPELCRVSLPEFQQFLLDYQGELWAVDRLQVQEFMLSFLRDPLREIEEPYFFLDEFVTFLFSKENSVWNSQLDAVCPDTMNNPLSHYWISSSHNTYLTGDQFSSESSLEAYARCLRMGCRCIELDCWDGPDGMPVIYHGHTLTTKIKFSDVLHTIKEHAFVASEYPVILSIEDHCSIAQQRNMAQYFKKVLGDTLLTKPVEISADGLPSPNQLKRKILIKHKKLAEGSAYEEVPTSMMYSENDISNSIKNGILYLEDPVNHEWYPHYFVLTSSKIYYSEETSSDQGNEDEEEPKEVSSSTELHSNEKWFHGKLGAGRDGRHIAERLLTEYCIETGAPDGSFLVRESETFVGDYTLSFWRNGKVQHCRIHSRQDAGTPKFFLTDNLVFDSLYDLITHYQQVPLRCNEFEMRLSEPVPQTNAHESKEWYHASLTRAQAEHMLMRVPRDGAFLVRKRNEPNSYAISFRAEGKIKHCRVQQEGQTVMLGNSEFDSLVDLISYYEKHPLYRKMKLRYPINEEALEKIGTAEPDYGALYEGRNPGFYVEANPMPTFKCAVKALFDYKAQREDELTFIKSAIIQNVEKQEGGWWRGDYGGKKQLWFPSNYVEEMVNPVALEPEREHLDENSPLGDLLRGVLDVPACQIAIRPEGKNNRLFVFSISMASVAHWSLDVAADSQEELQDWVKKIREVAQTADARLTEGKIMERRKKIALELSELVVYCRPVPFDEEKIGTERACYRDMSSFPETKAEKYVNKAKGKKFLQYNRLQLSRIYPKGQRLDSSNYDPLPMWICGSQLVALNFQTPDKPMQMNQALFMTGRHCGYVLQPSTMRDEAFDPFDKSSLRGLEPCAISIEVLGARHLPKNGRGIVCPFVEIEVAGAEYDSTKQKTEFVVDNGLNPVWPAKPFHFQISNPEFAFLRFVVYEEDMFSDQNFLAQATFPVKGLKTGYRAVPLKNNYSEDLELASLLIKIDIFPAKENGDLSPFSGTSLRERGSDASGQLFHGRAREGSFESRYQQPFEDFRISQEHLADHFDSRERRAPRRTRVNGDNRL
hcDAF-12 act – activators of H. contortus DAF-12 nuclear receptor; HEK293 hcDAF-12 lit1-tk-luc reporter, luminescence; 0% DMSO, 100% Δ7-dafachronic acid; activation, % at 6.8 µM; 370,000 tested, 1.4% active; AID 652067;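 active = activation above the mean of all tested compounds plus 3 SD, cut at about 5.5% in these data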;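 also: 100% = response to 3 µM Δ7-dafachronic acid high control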
hgDAF12 agonist – activates the H. glycines DAF-12 receptor ligand-binding domain; HEK293 GAL4-hgDAF12 UAS-luciferase reporter, agonist luminescence; normalized to butyrate control; activation, % at 6.8 µM; 370,000 tested, 1.8% active; AID 687014;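 active = activation above a cutoff set at the mean of all screened compounds plus 3 SD, cut at about 10% in these data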;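 also: 0% = DMSO wells and 100% = sodium butyrate wells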
SMARCA2 act – increases SMARCA2 function in MMTV reporter cells; 370,000 tested, 1% active; AID 652017; MG213 cells, MMTV-luciferase reporter, dexamethasone, overnight; activation, % at 9.1 µM; in the data active = activation above about 7.8%;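 also: 0% = vehicle wells and 100% = reference activator wells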
Rev-erbA mod – modulates human Rev-erb alpha binding to DNA | activity, % at 10 µM | P20393 | AID 1259318 | Rev-erbα–FITC-DNA binding, fluorescence polarization, 90 min | 370,000 tested, 0.79% active;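 active = activity above about 14%, limit read from the data; passing the limit was not always enough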;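 also: 0% = DMSO wells with 35 nM protein and 100% = DMSO wells with 750 nM protein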
ADAM17 inh – inhibitors of human ADAM17. P78536. recombinant ADAM17, EDANS/DABCYL FRET peptide cleavage. inhibition, % at 6.95 µM. 370,000 tested, 0.83% active;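 active = inhibition above the mean of compounds lying between control limits plus 3 SD, set per campaign, cut at about 8.5% in these data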;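 also: 0% = DMSO-only wells as the low control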
DAX1 inh-2 – NR0B1 (DAX1) inhibition. HEK293 Gal4-DAX1 luciferase reporter, luminescence. inhibition, % at 6.75 µM. AID 504766. P51843. 340,000 tested, 0.99% active;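 active = inhibition above the mean over all tested compounds plus 3 SD, cut at about 4.2% in these data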;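 also: 0% = DAX1-transfected cells with DMSO and 100% = empty-vector control cells with DMSO; inhibition shows as a rise in luminescence from relieved DAX1 repression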
MBD2 DNA inh – MBD2-methylated oligo binding inhibition. TR-FRET, MBD2 binding to methylated oligonucleotide. Q9UBB5. inhibition, % at 4.4 µM. 370,000 tested, 0.31% active; in the data active = inhibition above about 13%
* = called active by the depositor; . = no result given.

item	Molecule	DAX1 inh-1	MBD2 DNA inh	DAX1 inh-2	SMARCA2 act	PLCg1 inh	ADAM17 inh
1	Cc1cccc(NC(=O)C2CCCN(S(=O)(=O)c3cccc4cccnc34)C2)c1 (stereo not drawn)	-0.6	2	-0.8	0	-2	-3
2	CCOC(=O)c1c(NC(=O)c2ccc(C)cc2)sc2c1CC(C)(C)OC2	-0.4	2	-1.1	0	-9	-3
3	CCc1cccc(CC)c1N(COC)C(=O)Cn1c(CO)nc2ccccc21	0.1	-7	0.7	4	1	-2
4	CCOC(=O)C1(CCOC)CCN(Cc2cnc(-c3cccc(C)c3)nc2)CC1	-0.5	5	-1.1	0	-1	0
5	COc1ccc(NC(=O)c2ccc(Cl)c(S(=O)(=O)NCC3CCCO3)c2)c(OC)c1 (stereo not drawn)	-1.4	1	0.2	2	2	1
6	COc1ccc(/C=N/NC(=O)c2nn(-c3ccc(Cl)cc3)c(=O)c3c(N)scc23)cc1	-0.2	-2	0.7	2	-1	2
7	CC(=O)c1c(C)[nH]c(C(=O)N2CCN(C(=O)c3ccco3)CC2)c1C	-1.3	-6	-0.8	2	2	0
8	C=CCN(CC=C)C(=S)NC(=O)Cc1cccc2ccccc12	-0.9	-4	-0.9	1	-3	0

item	hgDAF12 agonist	PLC-beta3 inh	Rev-erbA mod	ssDAF-12 act	hcDAF-12 act
1	0.1	-3	3	-1.8	-3.0
2	3.0	-18	5	-1.5	-2.9
3	0.0	5	0	-1.5	0.2
4	2.1	-3	-6	-1.6	-0.6
5	-2.3	-10	2	-1.2	-3.4
6	-4.0	-11	-1	-0.8	0.3
7	-1.6	1	3	-1.0	-0.8
8	-1.9	-3	0	-1.1	0.0

Additional results.
item	Molecule	DAX1 inh-1	MBD2 DNA inh	DAX1 inh-2	SMARCA2 act	PLCg1 inh	ADAM17 inh
9	CCN(CC)C(=O)N1CCN(S(=O)(=O)c2ccc(C)c(C)c2)CC1	-0.7	-3	-0.2	-1	0	-3
10	c1ccc2c3c(c(CN4CCCCC4)cc2c1)COC3	0.6	-3	.	3	1	-4
11	CC(=O)C1C(c2ccccc2)c2c(noc2C)CC1(C)O (stereo not drawn)	-0.4	4	-0.8	-3	3	-4
12	CCOC(=O)C1(Cc2cccc(OC)c2)CCCN(S(=O)(=O)c2cccnc2)C1 (stereo not drawn)	0.4	3	-0.2	-1	-1	-1
13	CC1CC/C(=N/Nc2ccccc2)C(=O)N1 (stereo not drawn)	2.2	-4	-1.2	1	4	-1
14	Cc1noc(C)c1COc1cccc(C(=O)OCC(=O)NCCN2C(=O)CSC2=O)c1	-0.5	4	-0.5	-1	-1	-2
15	Cc1ccc2c(c1)N(CC(=O)NCCc1ccccc1)C(=O)c1cccnc1O2	-1.0	-1	-0.6	-2	2	1
16	CC(C)C[C@H](NC(=O)c1nc[nH]c1C(=O)NCc1ccc(CNC(=O)OC(C)(C)C)cc1)C(=O)OCc1ccccc1	-0.7	-1	2.2	-1	1	-1

item	hgDAF12 agonist	PLC-beta3 inh	Rev-erbA mod	ssDAF-12 act	hcDAF-12 act
9	-3.8	3	3	-1.1	-1.8
10	-1.3	-6	-1	-0.5	-1.5
11	0.2	-6	1	0.7	1.8
12	1.1	2	-5	-1.7	-0.3
13	1.0	3	3	-0.6	2.1
14	0.0	-3	5	-1.1	-0.6
15	-1.0	2	-3	-1.1	-2.5
16	1.1	1	9	-1.3	-1.5

Carrying on:
item	Molecule	DAX1 inh-1	MBD2 DNA inh	DAX1 inh-2	SMARCA2 act	PLCg1 inh	ADAM17 inh
17	Cc1ccc(C2=NN=C(NC(=O)CSc3nc(C)cc(C)n3)SC2)cc1	-1.4	0	.	-7	-1	1
18	C[C@@H]1CCCCO[C@@H](CN(C)C(=O)c2ccncc2)[C@@H](C)CN([C@H](C)CO)C(=O)c2cc(N(C)C)ccc2O1	0.4	1	-0.4	-4	-14	3
19	COc1ccc(CCNC(=O)COC(=O)c2sc(C)nc2C)cc1	2.2	-6	0.7	-3	-1	1
20	COc1cc(/C=C(\C#N)C(=O)c2c[nH]c3ccccc23)cc(OC)c1O	-0.1	3	-0.7	-2	-32	-5
21	CC(=O)c1ccc(OCC(O)CN2C(C)CCCC2C)cc1 (stereo not drawn)	1.2	2	-0.2	-2	1	2
22	O=C(NCC1CCCO1)C1C2C=CC3(CN(Cc4cccs4)C(=O)C13)O2 (stereo not drawn)	1.0	-2	1.9	-2	-2	-6
23	Cc1cc(C)c(CSc2nnnn2-c2ccc(C(=O)O)cc2)c(C)c1	0.3	3	-0.7	-2	12*	5
24	Cc1ccc(C2=NN(S(C)(=O)=O)C(c3ccc4nccnc4c3)C2)cc1 (stereo not drawn)	1.9	4	-0.9	0	0	-1

item	hgDAF12 agonist	PLC-beta3 inh	Rev-erbA mod	ssDAF-12 act	hcDAF-12 act
17	0.6	0	-5	0.7	2.6
18	0.5	-15	-11	-0.8	-0.3
19	0.0	-4	-6	-1.0	-1.0
20	2.8	-47	20	-0.4	1.4
21	0.5	-1	2	-1.2	-2.4
22	-0.1	-22	5	-1.7	-0.8
23	-2.3	-2	7	-1.0	0.0
24	7.3	0	-3	-0.6	1.8

Next part.
item	Molecule	DAX1 inh-1	MBD2 DNA inh	DAX1 inh-2	SMARCA2 act	PLCg1 inh	ADAM17 inh
25	Cc1cc(=S)[nH]c2c(C)cccc12	0.0	-4	-0.1	0	-3	-7
26	COc1ccccc1-c1cc(C(=O)Nc2sc3c(c2C#N)CCC(C)C3)c2ccccc2n1 (stereo not drawn)	-0.2	-1	1.7	-5	-5	9.9*
27	CCOC(=O)c1c(C)[nH]c(=S)c(C#N)c1-c1ccc(OC)cc1	-0.9	0	-1.0	3	-8	-2
28	COc1c2c(c(OC)c3ccccc13)[C@]1(OC2)O[C@H](CCO)C[C@H](O)[C@H]1O	2.1	1	.	-4	-1	-6
29	CC(=O)N1CC23C=CC(CC2CC12CCCCCC2)O3 (stereo not drawn)	0.0	0	1.9	-4	-2	-10
30	NNC(=O)CN1C(c2ccccc2)=Nc2ccc(Br)cc2C1c1ccccc1 (stereo not drawn)	0.6	3	-1.8	-3	-6	-2
31	CNC(=O)CC1C(=O)N(c2ccc(Cl)cc2)C(=S)N1CCc1ccc(OC)c(OC)c1 (stereo not drawn)	-0.8	-2	-0.2	-6	7	8.7*
32	Cc1ccc(C(=O)N2CCN(S(=O)(=O)c3ccccc3C#N)CC2)cc1S(=O)(=O)N1CCOCC1	0.5	-5	-0.1	-2	0	0

item	hgDAF12 agonist	PLC-beta3 inh	Rev-erbA mod	ssDAF-12 act	hcDAF-12 act
25	-0.9	-1	2	-0.9	0.0
26	0.9	-1	-2	-0.8	1.3
27	0.5	-12	-5	-1.4	-1.7
28	-0.1	0	0	-1.0	-0.7
29	-3.5	-2	-3	-0.9	-0.7
30	-3.6	-5	1	-0.3	-1.0
31	1.5	2	5	-1.1	1.9
32	-0.6	-5	-3	-1.3	-1.7

(more compounds)
item	Molecule	DAX1 inh-1	MBD2 DNA inh	DAX1 inh-2	SMARCA2 act	PLCg1 inh	ADAM17 inh
33	COC(=O)c1c(NC(=O)Cc2cccs2)sc2c1CCCC2	-0.2	-6	-0.8	2	-7	-4
34	CCN1CCN(CCCNC(=O)c2cc3sccc3n2CC)CC1	0.6	-5	1.4	2	2	-2
35	CCOC(=O)Cc1nc(-c2ccccc2)n[nH]1	0.0	-3	0.0	-1	-1	2
36	CCOc1ccc(S(=O)(=O)NCCC(=O)NCC2CCCO2)cc1 (stereo not drawn)	-0.1	0	0.2	5	2	-3
37	Cc1cccc(NC(=O)c2nc[nH]c2C(=O)Nc2cc(Br)ccc2F)c1	0.1	-3	-0.2	-3	0	-3
38	COC(=O)c1ccc(C2c3[nH]c4ccccc4c3C[C@H]3C(=O)N(C)CC(=O)N23)cc1 (stereo partly drawn)	-0.2	4	-0.2	2	-9	-1
39	CC1(C(=O)O)CCCN(C(=O)c2ccc(F)cc2Cl)C1 (stereo not drawn)	-0.1	1	.	2	-1	-3
40	Cc1ccc(C)c(N(C(=O)Cc2cccs2)C(C(=O)NC2CCCC2)c2ccc(C)o2)c1 (stereo not drawn)	0.4	-4	0.3	-2	0	-3

item	hgDAF12 agonist	PLC-beta3 inh	Rev-erbA mod	ssDAF-12 act	hcDAF-12 act
33	0.1	-3	7	-1.0	-0.5
34	1.9	3	1	-0.8	-0.9
35	-0.5	3	1	-1.5	-0.6
36	0.5	0	-3	-0.8	3.2
37	-0.1	4	-3	-0.5	1.0
38	-2.5	-15	-1	-0.9	1.2
39	0.1	1	1	-0.7	-1.2
40	0.9	-1	1	-1.3	-1.2

PLCg1 inh, entries above that show a hit.
cpd	SMILES	DAX1 inh-1	MBD2 DNA inh	DAX1 inh-2	SMARCA2 act	PLCg1 inh	ADAM17 inh	PLC-beta3 inh	Rev-erbA mod	ssDAF-12 act	hcDAF-12 act
23	Cc1cc(C)c(CSc2nnnn2-c2ccc(C(=O)O)cc2)c(C)c1	0.3	3	-0.7	-2	12*	5	-2	7	-1.0	0.0

The listing picks up, repeating the 3 entries before the break.
item	Molecule	DAX1 inh-1	MBD2 DNA inh	DAX1 inh-2	SMARCA2 act	PLCg1 inh	ADAM17 inh
38	COC(=O)c1ccc(C2c3[nH]c4ccccc4c3C[C@H]3C(=O)N(C)CC(=O)N23)cc1 (stereo partly drawn)	-0.2	4	-0.2	2	-9	-1
39	CC1(C(=O)O)CCCN(C(=O)c2ccc(F)cc2Cl)C1 (stereo not drawn)	-0.1	1	.	2	-1	-3
40	Cc1ccc(C)c(N(C(=O)Cc2cccs2)C(C(=O)NC2CCCC2)c2ccc(C)o2)c1 (stereo not drawn)	0.4	-4	0.3	-2	0	-3
41	CNC(=O)Cc1csc2ccc(C)cc12	0.5	1	-0.2	-7	-1	-2
42	CCCN(CCC)S(=O)(=O)c1ccc(Cl)c(OC)c1	0.2	6	0.6	-2	2	0
43	Cc1ccnn1CC(=O)N/N=C/c1c[nH]c2ccccc12	0.2	-2	0.1	0	1	-1
44	CCCCn1c(CN2C(=O)c3ccccc3C2=O)nc2ccccc2c1=O	0.9	3	1.4	3	0	-2
45	O=C(NC(=S)Nc1nc(-c2ccccc2)cs1)c1cccs1	0.0	-10	0.1	1	-2	5

item	hgDAF12 agonist	PLC-beta3 inh	Rev-erbA mod	ssDAF-12 act	hcDAF-12 act
38	-2.5	-15	-1	-0.9	1.2
39	0.1	1	1	-0.7	-1.2
40	0.9	-1	1	-1.3	-1.2
41	-1.5	-2	-7	-1.9	-1.0
42	-2.4	-1	6	-1.6	-0.2
43	1.4	-5	-2	0.6	5.1
44	-0.7	-3	0	-0.7	-1.3
45	2.9	1	-6	-0.3	8.2*
